CCR6 antag = CCR6 (human) receptor antagonism; P51684; CHO-K1 CCR6 PathHunter beta-arrestin, luminescence, CCL20-stimulated; inhibition, % at 20 µM; 0.49% of 340,000 active;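 active = compounds whose inhibition of the agonist-driven luminescence signal at 20 µM reaches about 50%, limit read from the data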;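 note: cells stimulated with CCL20 at 14 nM final; plate controls were DMSO with CCL20 for no effect and DMSO without agonist for full effect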
Gli-Sufu block = Gli-Sufu pathway antagonism | Sufu-KO-LIGHT fibroblasts, Gli luciferase reporter luminescence | 0.74% of 340,000 active | inhibition, % at 5 µM;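 active = inhibition above about 55%, limit read from the data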;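 note: 0% = DMSO-treated cells and 100% = wells with medium but no cells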
CXCR6 inh = blocks human CXCR6 beta-arrestin recruitment. O00574. CHO-K1 PathHunter CXCR6 beta-arrestin, luminescence. inhibition, % at 20 µM. 0.36% of 360,000 active. AID 602244; in the data active = inhibition above about 34%, passing the limit was not always enough;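 note: antagonist mode with CXCL16 agonist at 10 nM final; 0% = 10 nM CXCL16 with DMSO and 100% = unstimulated wells without agonist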
EBI2 antag = EBI2 (human) antagonism; 0.81% of 360,000 active; inhibition, % at 5 µM; P32249; EBI2 beta-arrestin recruitment, luminescence, 7a,25-OHC stimulated; in the data active = inhibition above about 38%;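 note: enzyme fragment complementation signal reports receptor beta-arrestin coupling in cells; 0% = agonist plus DMSO wells and 100% = wells without agonist; some results beyond the cut were filed as inactive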
Target sequence (P32249 whole entry, looked up, the tested form may be a part): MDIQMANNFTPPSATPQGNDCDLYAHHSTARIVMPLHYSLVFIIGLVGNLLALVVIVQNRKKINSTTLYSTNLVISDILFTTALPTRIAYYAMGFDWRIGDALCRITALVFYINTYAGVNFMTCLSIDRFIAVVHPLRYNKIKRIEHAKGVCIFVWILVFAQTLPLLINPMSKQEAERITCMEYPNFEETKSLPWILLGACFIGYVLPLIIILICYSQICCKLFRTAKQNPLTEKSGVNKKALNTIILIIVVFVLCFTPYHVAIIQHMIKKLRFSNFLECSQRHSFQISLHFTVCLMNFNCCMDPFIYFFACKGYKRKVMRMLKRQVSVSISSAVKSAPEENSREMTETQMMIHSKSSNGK
Jurkat NFkB inh = lowers PMA/ionomycin-induced NF-kB signal in Jurkat cells; 0.53% of 330,000 active; AID 435003; PMA/ionomycin-induced NF-kB luciferase reporter, luminescence; inhibition, % at 4 µM; in the data active = inhibition above about 50%
697 NFkB inh = lowers PMA/ionomycin-induced NF-kB signal in 697 B cells | 697 B-cell NF-kB luciferase reporter, 16 h | inhibition, % at 4 µM | 0.33% of 330,000 active; in the data active = inhibition above about 35%
APJ antagonist = APJ receptor antagonism | inhibition, % at 20 µM | CHO-K1 APJ beta-arrestin complementation, luminescence | 0.32% of 330,000 active | AID 2521 | P35414;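 active = inhibition above about 40% at 20 µM, limit read from the data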;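 note: cells challenged with 10 nM apelin-13 agonist together with compound; plate controls were apelin-13 plus DMSO wells for no effect and DMSO wells lacking apelin-13 for full effect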
Target sequence (P35414 whole entry, looked up): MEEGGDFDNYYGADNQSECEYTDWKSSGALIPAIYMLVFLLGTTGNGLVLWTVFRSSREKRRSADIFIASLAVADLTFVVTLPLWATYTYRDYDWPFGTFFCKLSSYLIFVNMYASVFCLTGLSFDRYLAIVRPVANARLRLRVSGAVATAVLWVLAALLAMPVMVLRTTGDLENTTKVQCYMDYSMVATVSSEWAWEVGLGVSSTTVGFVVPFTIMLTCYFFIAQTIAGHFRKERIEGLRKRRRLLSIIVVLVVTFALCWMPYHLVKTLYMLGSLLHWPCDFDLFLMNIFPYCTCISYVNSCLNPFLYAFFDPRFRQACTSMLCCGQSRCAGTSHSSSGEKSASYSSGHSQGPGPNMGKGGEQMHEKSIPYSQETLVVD
UBC13 polyUb = inhibitors of human UBC13 polyubiquitin chain formation; TR-FRET; inhibition, % at 20 µM; 0.47% of 330,000 active; AID 485273; in the data active = inhibition above about 45%, passing the limit was not always enough; inconclusive = no clear call, values can overlap the other calls
Target sequence (P61088 whole entry, looked up): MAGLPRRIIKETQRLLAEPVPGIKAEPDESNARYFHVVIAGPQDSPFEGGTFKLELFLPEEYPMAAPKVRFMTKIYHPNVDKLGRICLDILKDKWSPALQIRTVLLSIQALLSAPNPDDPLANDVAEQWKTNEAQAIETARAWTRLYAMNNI
* hit, by the source's call; ? = inconclusive; / = not tested or not shown. No enrichment for hits; 3% or so of the library scored in one or more.

Letter code: A = CCR6 antag; B = Gli-Sufu block; C = CXCR6 inh; D = EBI2 antag; E = Jurkat NFkB inh; F = 697 NFkB inh; G = APJ antagonist; H = UBC13 polyUb
> OCCc1ccc(-c2ccc(Cl)cc2)o1
  A = -6; B = -10; C = -10; D = -7; E = -23; F = -42; G = 4; H = -10

> O=C(/C=C/c1ccc2c(c1)OCO2)Nc1cc(S(=O)(=O)N2CCOCC2)ccc1N1CCOCC1
  A = 5; B = 39; C = 0; D = 18; E = 11; F = 19; G = 1; H = -19

> CC1=C(C)CC(C(=O)Nc2cccc(Cl)c2)C(C(=O)O)C1 (stereo unspecified)
  A = -10; B = 1; C = 8; D = -3; E = 2; F = 13; G = 19; H = 9

> CCc1ccc(-c2nc(CS(=O)CC(=O)NCCN3CCCCCC3)c(C)o2)cc1 (stereo unspecified)
  A = 18; B = -7; C = 12; D = -6; E = -2; F = 22; G = 2; H = 13

> CC(=O)N(CC(=O)O)c1ccccc1
  A = -8; B = -11; C = 10; D = -5; E = 5; F = -2; G = -8; H = 16

> Cc1ccc2nsnc2c1S(=O)(=O)NCc1ccc2c(c1)OCO2
  A = 5; B = -1; C = -4; D = 2; E = 6; F = 6; G = 8; H = -22

> Cc1ccc(C)c(OCCC(=O)OCc2csc(CC(=O)Nc3ccccc3C)n2)c1
  A = 21; B = -8; C = 3; D = -2; E = 5; F = -1; G = 8; H = 2

> COc1ccc(NC(=O)NC2CCCCC2C)cc1 (stereo unspecified)
  A = 0; B = -12; C = -1; D = -3; E = -21; F = -22; G = 2; H = -9

> Cc1cc(NC(=O)CSc2nnc(-c3ccccc3C)n2C)no1
  A = 10; B = -6; C = -1; D = -5; E = -2; F = 24; G = 3; H = 7

> CCc1ccc2oc(C(=O)Nc3nonc3CC)c(C)c2c1
  A = -7; B = -5; C = 1; D = 0; E = -51; F = 3; G = -17; H = 4

Pulled by compound from the entries so far:
Letter code: A = CCR6 antag; B = Gli-Sufu block; C = CXCR6 inh; D = EBI2 antag; E = Jurkat NFkB inh; F = 697 NFkB inh; G = APJ antagonist; H = UBC13 polyUb
> COc1ccc(NC(=O)NC2CCCCC2C)cc1 (stereo unspecified)
  A = 0; B = -12; C = -1; D = -3; E = -21; F = -22; G = 2; H = -9

> O=C(/C=C/c1ccc2c(c1)OCO2)Nc1cc(S(=O)(=O)N2CCOCC2)ccc1N1CCOCC1
  A = 5; B = 39; C = 0; D = 18; E = 11; F = 19; G = 1; H = -19

(listing goes on)
Letter code: A = CCR6 antag; B = Gli-Sufu block; C = CXCR6 inh; D = EBI2 antag; E = Jurkat NFkB inh; F = 697 NFkB inh; G = APJ antagonist; H = UBC13 polyUb
> Cc1cc(F)ccc1NC(=O)c1cccnc1
  A = -1; B = -2; C = -4; D = 3; E = -3; F = 21; G = 7; H = -1

> CCS(=O)(=O)Nc1cc(OC)c(OC)cc1Cc1nccc2cc(OC)c(OC)cc12
  A = 2; B = 5; C = -7; D = 17; E = 6; F = 20; G = 4; H = 11

> CCNC(=O)c1ccc(-n2nc(C)cc2-c2ccccc2)cc1
  A = 6; B = 20; C = -1; D = -16; E = -1; F = -4; G = 17; H = 1

> O=C(Nc1ccc(S(=O)(=O)NC2=NCCCCC2)cc1)c1cccc(S(=O)(=O)N2CCOCC2)c1
  A = 6; B = -12; C = -4; D = -7; E = -2; F = -14; G = 7; H = -11

> COc1cccc(C(=O)Nc2c3c(nn2-c2ccc(Cl)cc2)CS(=O)(=O)C3)c1OC
  A = 0; B = -12; C = 4; D = 8; E = -9; F = -55; G = 23; H = 5

> Cc1ccc(S(=O)(=O)N2CCC(C(=O)NCCCN3CCOCC3)CC2)cc1
  A = 9; B = 0; C = 2; D = 5; E = -19; F = -36; G = 12; H = 4

> O=C(NCc1ccco1)c1ccccc1SCC(=O)N1CCCC1
  A = -2; B = 27; C = -1; D = -3; E = 2; F = 11; G = -1; H = 3

> COc1ccc(S(=O)(=O)CC(=O)c2cc(C)c(O)c(C)c2)cc1
  A = 2; B = -14; C = 1; D = 6; E = -1; F = -5; G = 3; H = -2

> CC12C(=O)N(c3ccc(C(=O)N4CCOCC4)cc3)C(=O)C1C1c3ccccc3C2c2ccccc21 (stereo unspecified)
  A = /; B = /; C = /; D = /; E = 9; F = 8; G = 3; H = 9

> CCOCCCn1c(SCC(=O)Nc2ccccc2OC)nc2ccccc2c1=O
  A = 18; B = -8; C = 9; D = 7; E = 22; F = -16; G = 13; H = 18

(cont.)
Letter code: A = CCR6 antag; B = Gli-Sufu block; C = CXCR6 inh; D = EBI2 antag; E = Jurkat NFkB inh; F = 697 NFkB inh; G = APJ antagonist; H = UBC13 polyUb
> CCCn1c(SCC(=O)Nc2cccc(F)c2)nc(O)cc1=O
  A = 3; B = 1; C = 4; D = -8; E = -20; F = -10; G = -7; H = -6

> CCCn1c2ccc(F)cc2c2nnc(SCCN3CCOCC3)nc21
  A = 4; B = 8; C = 4; D = 17; E = /; F = /; G = /; H = /

> COCCN(CCOC)S(=O)(=O)c1ccc(C(=O)Nc2nc3c(s2)CCc2ccccc2-3)cc1
  A = 0; B = 26; C = -1; D = 15; E = /; F = /; G = /; H = /

> COc1cccc(/C=C2\SC(=S)NC2=O)c1OS(=O)(=O)c1ccc(NC(C)=O)cc1
  A = 11; B = -1; C = 6; D = 4; E = -3; F = 1; G = 17; H = -4

> O=C(Cc1ccsc1)Nc1cc(F)ccc1F
  A = 7; B = -10; C = 10; D = -10; E = 3; F = 11; G = 3; H = 18

> CN(Cc1ccccc1)C(=O)c1ccc(NC(=O)Cc2cccc(NC(=O)C3CCCN(C(=O)C4CCCCC4)C3)c2)cc1 (stereo unspecified)
  A = 5; B = -10; C = -4; D = -8; E = -18; F = -12; G = 0; H = -13

> CC(=O)c1c(C)nc2ccc(Br)cc2c1C(=O)O
  A = -5; B = 4; C = -17; D = -4; E = -9; F = 7; G = -19; H = -1

> COc1ccc(Nc2nc(N3CCCC3)c3ccccc3n2)cc1
  A = -7; B = 50; C = 3; D = -16; E = 58*; F = -24; G = 1; H = 51*

> CCOC(=O)CSc1nc2cc(C(=O)NCc3ccco3)ccc2c(=O)n1C1CCCCC1
  A = -6; B = -5; C = -1; D = 9; E = 2; F = -4; G = -17; H = 6

> O=C1CC(NC2CCN(C(=O)c3cccc(F)c3)CC2)C(=O)N1 (stereo unspecified)
  A = -1; B = -20; C = -1; D = -11; E = 3; F = 3; G = -2; H = 3

Next entries.
Letter code: A = CCR6 antag; B = Gli-Sufu block; C = CXCR6 inh; D = EBI2 antag; E = Jurkat NFkB inh; F = 697 NFkB inh; G = APJ antagonist; H = UBC13 polyUb
> CCCCNCc1cc(Br)c(OCc2cccs2)c(OC)c1
  A = -14; B = 14; C = -6; D = -18; E = 9; F = 17; G = 16; H = 24

> COc1ccc(N2CCN(C3CCCN(C(=O)CN4CCOC4=O)C3)CC2)cc1 (stereo unspecified)
  A = 1; B = 2; C = -15; D = -1; E = 3; F = 23; G = -8; H = -5

> CCOC(=O)C1(CC2CCCCO2)CCN(S(=O)(=O)c2cc(C)cs2)CC1 (stereo unspecified)
  A = 16; B = 1; C = -2; D = 0; E = 3; F = 11; G = -5; H = -8

> COc1cccc(CC(NC(C)=O)C(=O)NC2CCN(c3nc(C)cc(C)c3C#N)CC2)c1OC (stereo unspecified)
  A = 7; B = -18; C = -8; D = -15; E = 3; F = 21; G = 14; H = 14

> CCc1nnc(SCC(=O)N2CCc3ccccc32)n1CC
  A = -4; B = 5; C = -8; D = -12; E = -5; F = -4; G = 16; H = 2

> Cc1ccc(-c2nn3c(C)nnc3s2)cc1NC(=O)c1cccnc1
  A = -2; B = 11; C = 2; D = -8; E = 0; F = -2; G = 6; H = -2

> CC(C)N=C(NS(=O)(=O)c1ccccc1)C(Cl)(Cl)Cl
  A = -5; B = 47; C = -19; D = -25; E = 9; F = 13; G = -49; H = -1

> COc1cccc(-n2c(SCC(=O)Nc3sc4c(c3C(N)=O)CCC4)nc3ccccc3c2=O)c1
  A = 10; B = 7; C = -1; D = 19; E = 7; F = 13; G = 24; H = -8

> O=C(NC1CCCCC1)c1cc(F)cc2c1OCOC2
  A = -3; B = 13; C = 2; D = -8; E = 11; F = -6; G = 8; H = 8

> CC(C)(C)OC(=O)N1CCC2(CC1)Oc1ccc(F)cc1C(=O)C21CC(c2cccnc2)=NO1 (stereo unspecified)
  A = 6; B = 24; C = -10; D = 3; E = 12; F = 0; G = -5; H = -12

Following part:
Letter code: A = CCR6 antag; B = Gli-Sufu block; C = CXCR6 inh; D = EBI2 antag; E = Jurkat NFkB inh; F = 697 NFkB inh; G = APJ antagonist; H = UBC13 polyUb
> COc1cc2c(cc1NC(=O)COC(=O)[C@@H](NS(=O)(=O)c1cccc(Cl)c1)C(C)C)oc1ccccc12
  A = -1; B = -14; C = -2; D = 9; E = -63; F = -9; G = -23; H = 16

> CCCCCCCCCCC(=O)Nc1cccnc1
  A = /; B = /; C = /; D = /; E = -6; F = 15; G = -3; H = 9

> Cc1csc(NC(=O)C2CCCCC2C(=O)O)n1 (stereo unspecified)
  A = 2; B = 1; C = -2; D = -7; E = 17; F = 6; G = 12; H = 1

> CCCCN(C(=O)c1cc(S(=O)(=O)N2CCCCC2)ccc1Cl)c1c(N)n(CC(C)C)c(=O)[nH]c1=O
  A = 5; B = 4; C = -8; D = -6; E = /; F = /; G = /; H = /

> O=C1CN2CCC1C/C2=C\c1ccnc2c(Cl)cccc12 (stereo unspecified)
  A = 0; B = 6; C = 0; D = 0; E = -8; F = 12; G = 14; H = 2

> O=C(/C=C/c1ccc2c(c1)OCO2)NCc1cn2cc(Cl)ccc2n1
  A = 3; B = 2; C = -4; D = 10; E = -1; F = 19; G = 15; H = 7

> CCCS(=O)(=O)N1CCN=C1SCc1cccc(C)c1
  A = 18; B = 2; C = -12; D = -1; E = -11; F = -10; G = -2; H = -2

> C#CCOCCOCCOCCNc1nc(N2CCN(C(=O)[C@H](CCCCN)n3cc(CN)nn3)CC2)nc(N2CCN(C(=O)[C@H](CCC(=O)O)n3cc([C@@H](N)CCCCN)nn3)CC2)n1
  A = 3; B = -3; C = 2; D = 1; E = 13; F = 5; G = 7; H = 105*

> COCc1ccc(C(=O)N2CCCC(N(C)CCc3ccc(OC)c(OC)c3)C2)s1 (stereo unspecified)
  A = 6; B = 13; C = 8; D = 1; E = 0; F = 16; G = -1; H = 12

> O=C1c2cccc3c(N4CCCCC4)ccc(c23)C(=O)N1c1ccccc1O
  A = 21; B = -5; C = 0; D = 4; E = -12; F = -24; G = -1; H = -54

Further results:
Letter code: A = CCR6 antag; B = Gli-Sufu block; C = CXCR6 inh; D = EBI2 antag; E = Jurkat NFkB inh; F = 697 NFkB inh; G = APJ antagonist; H = UBC13 polyUb
> CCOC(=O)C1CCN(C(=O)c2ccc(N(C)S(=O)(=O)c3ccc(OC)cc3)cc2)CC1
  A = 8; B = 15; C = 4; D = -6; E = -3; F = 12; G = -23; H = 4

> Cc1ccc(S(=O)(=O)Cn2nnnc2C(C(C)C)N2CCN(c3nc4ccccc4s3)CC2)cc1 (stereo unspecified)
  A = -4; B = 4; C = 1; D = 9; E = 14; F = -11; G = -3; H = -5

> Cc1c(NCc2ccncc2)cccc1C(=O)O
  A = 9; B = -8; C = 0; D = -4; E = -6; F = -2; G = 3; H = -2

> O=C(Nc1ccccc1C(F)(F)F)c1ccc(CN2CCC(Cc3ccccc3)CC2)cc1
  A = 4; B = 2; C = 16; D = 0; E = 6; F = 4; G = 3; H = 16

> CCCCCC1CC(CC(C)C(=O)Nc2nncs2)C(=O)O1 (stereo unspecified)
  A = 4; B = 3; C = 4; D = 0; E = 10; F = 14; G = 7; H = 3

> C=C(C)C1Cc2c(C)nn(-c3nc(C)cc(C)n3)c2C1 (stereo unspecified)
  A = 18; B = 5; C = 13; D = 7; E = 3; F = -46; G = 3; H = -6

> CCNC(=O)C(Sc1ccccc1)c1ccccc1 (stereo unspecified)
  A = -6; B = 1; C = -5; D = -1; E = -3; F = 0; G = -6; H = 3

> COc1ccc(C(C)(C)C)cc1NC(=O)c1cccc(S(=O)(=O)N2CCN(C(C)=O)CC2)c1
  A = 13; B = 27; C = 3; D = 7; E = 10; F = 3; G = 12; H = -3

> COC(=O)c1c(-c2ccc(SC)cc2)sc2ccccc12
  A = 7; B = -31; C = -9; D = 5; E = -51; F = -35; G = 8; H = ?
